Dengue-2 NS5 capping: Dengue-2 NS5 methyltransferase inhibitors, primary screen, biochemical, confirmation dose response (AID 588689) | Genome polyprotein (Dengue virus type 2 (strain 16681-PDK53)) | Dengue-2 NS5 methyltransferase capping enzyme assay, biochemical; higher % means a stronger effect | inhibition, % at 25 µM, or IC50 in µM where a hit was titrated | 340,000 tested, 0.3% active; in the data active = a potency from the dose series; inconclusive = inhibition above about 29% without an active follow-up result
GPR35 arrestin U2OS: GPR35 antagonists blocking zaprinast-driven arrestin recruitment, primary screen, imaging, U2OS, beta-arrestin-GFP, zaprinast agonist (AID 2058); U2OS GPR35 beta-arrestin-GFP translocation imaging, zaprinast antagonism; higher % means a stronger effect; inhibition, % at 10 µM, or IC50 in µM where a hit was titrated; 290,000 tested, 0.052% active;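 active = inhibition of at least 50% with at least 30 cells and total cytoplasm GFP at most 10,000,000; inconclusive = under 30 cells or total GFP of 10,000,000 plus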
GPR55 beta-arrestin: GPR55 agonists via beta-arrestin recruitment, primary screen, imaging, U2OS cells, beta-arrestin-GFP redistribution (AID 1961) | 290,000 tested, 0.048% active | one-dose activation, % at 10 µM; EC50 in µM for titrated hits | U2OS GPR55 beta-arrestin-GFP redistribution imaging; higher % means a stronger effect | G-protein coupled receptor 55 (Homo sapiens);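 active = activation above 40% with more than 50 cells counted in the well; inconclusive = wells holding fewer than 50 cells, flagged as toxic or sparse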;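 note: U2OS osteosarcoma cells stably expressing GPR55 and beta-arrestin-GFP; plate controls were DMSO negative control for no effect and LPI positive control for full effect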
HIV fusion peptide: inhibitors of HIV fusion peptide binding, primary screen, biochemical, uHTS, fluorescence dequenching (AID 1986). one-dose inhibition, % at 20 µM; IC50 in µM for titrated hits. 290,000 tested, 0.3% active. cell-free peptide binding, fluorescence dequenching, 30 min; higher % means a stronger effect; in the data active = inhibition mostly above about 52%, no sharp cut-off; inactive = mostly below about 76%; note: some results filed as inactive read as strong as hits
GPR55 antagonists: GPR55 antagonists blocking LPI-driven arrestin recruitment, primary screen, imaging, U2OS, beta-arrestin-GFP, LPI agonist (AID 2013); one-dose inhibition, % at 10 µM; IC50 in µM for titrated hits; G-protein coupled receptor 55 (Homo sapiens); U2OS GPR55 beta-arrestin-GFP translocation imaging, LPI antagonism; higher % means a stronger effect; 290,000 tested, 0.13% active;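 active = spots per cell inhibited over 60%, with over 100 cells counted and total cytoplasm intensity under 500,000; inconclusive = wells with under 100 cells, flagged as likely toxic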;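 note: U2OS cells stably carrying GPR55 and arrestin-GFP stimulated by 5 µM LPI near EC80; imaged beta-arrestin-GFP aggregate spots per cell after agonist stimulation; plate controls were LPI-stimulated DMSO wells for no effect and DMSO wells without LPI for full effect; some results filed as inactive read as strong as hits; confirmed hits need IC50 under 10 µM and bright autofluorescent wells are also inconclusive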
KOR beta-arrestin-1: KOR antagonists, beta-arrestin recruitment, cell-based, luminescence, uHTS (AID 1778). Kappa-type opioid receptor (Homo sapiens). KOR beta-arrestin recruitment, luminescence, antagonist mode; higher % means a stronger effect. inhibition, % at 10 µM; hits with a dose series show IC50 in µM. 290,000 tested, 0.091% active; in the data active = inhibition above about 50%; note: strong numbers were not always called active
West Nile antiviral: West Nile virus antiviral activity, cell-based, CPE readout (AID 1621). 290,000 tested, 0.02% active. CPE inhibition, % at 10 µM, or IC50 in µM where a hit was titrated. West Nile virus-infected cells, CPE inhibition; higher % means a stronger effect; in the data active = a potency from the dose series; inconclusive = CPE inhibition mostly from about 3.7% at the one dose, without a potency; inactive = the rest, 99 in 100 with CPE inhibition below about 2.2%; note: strong numbers were not always called active
NOD1 inhibition: NOD1 signaling inhibitors, primary screen, cell-based, luminescence, uHTS (AID 1578). NOD1-driven NF-kB luciferase reporter cells, luminescence; higher % means a stronger effect. inhibition, % at 4 µM; hits with a dose series show EC50 in µM. 290,000 tested, 1% active; in the data active = inhibition mostly above about 36%, no sharp cut-off; inactive = mostly below about 34%;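 note: HEK-293T reporter cells stimulated with the NOD1 agonist gamma-tri-DAP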
KOR beta-arrestin-2: KOR agonists, beta-arrestin recruitment, primary screen, cell-based, luminescence, uHTS (AID 1777). activation, % at 10 µM, or EC50 in µM where a hit was titrated. Kappa-type opioid receptor (Homo sapiens). KOR beta-arrestin recruitment, luminescence; higher % means a stronger effect. 280,000 tested, 0.02% active; in the data active = activation above about 50%, passing the limit was not always enough; note: a part of the inactive calls stands beside numbers as strong as those of hits
Dengue-2 NS5 capping pilot replicate: further read-out of Dengue-2 NS5 capping, marked with its call; inhibition, %; measured here: pilot screen replicate inhibition
* hit, by the source's call; u = inconclusive; x = not tested or not shown; [ ] = dose if it differs, or a comment.

SMILES	Dengue-2 NS5 capping	GPR35 arrestin U2OS	GPR55 beta-arrestin	HIV fusion peptide	GPR55 antagonists	KOR beta-arrestin-1	West Nile antiviral	NOD1 inhibition	KOR beta-arrestin-2	others
CSCCC(NS(=O)(=O)c1ccc2c(c1)OCCO2)C(=O)N(C)Cc1ccc(C)cc1 (stereo unspecified)	-5%	9%	0.3%	-0.1%	19%	4%	-1.1%	-20%	-1.3%
O=C(COc1ccccc1[N+](=O)[O-])N/N=C/c1ccc(O)c([N+](=O)[O-])c1	-4%	23%	-0.4%	20%	-6%	26%	-0.5%	-26%	-8.2%
CC(=O)Nc1ccc(NC(=O)COC(=O)Cc2cccs2)cc1	-1%	1%	-0.1%	-0.1%	1%	-45%	0.2%	-9%	8.0%
Cc1ccc(S(=O)(=O)NCC(=O)N(CC(=O)NC2CCCC2)CC2CCCO2)cc1 (stereo unspecified)	9%	11%	-0.2%	-1.3%	-2%	-30%	-0.1%	-31%	4.2%
COc1ccc(C(C(=O)NC2CCCC2)N(C(=O)c2snc(-c3ccc(F)cc3)c2N)c2ccc(OC)cc2)cc1 (stereo unspecified)	-9%	-2%	0.0%	0.0%	x	19%	-0.1%	45%	4.0%	Dengue-2 NS5 capping pilot replicate=-4.2
Cc1ccccc1OCCC(=O)OCC(=O)Nc1ccc(C(N)=O)cc1	8%	9%	-0.1%	-0.6%	0%	3%	-0.3%	-8%	3.2%
O=C(Cc1coc2cc3c(cc12)CCC3)NC1CCCCCCC1	-8%	9%	0.9%	2.9%	7%	1%	0.0%	-22%	7.8%
Cc1cc(C)c(S(=O)(=O)N2CCCC2)c(C)c1	3%	-1%	0.4%	0.0%	0%	-8%	-0.8%	-10%	5.2%
COc1ccc(C2/C(=C(/O)c3ccc(F)cc3)C(=O)C(=O)N2c2ccccn2)cc1OC (stereo unspecified)	4%	3%	-0.3%	0.2%	0%	-27%[20 µM]	-0.3%	-38%	-1.0%
CCCCOc1ccc(S(=O)(=O)N2CCCCC2)cc1	-11%	-1%	-0.2%	1.6%	-9%	-24%	-1.9%	53%	-0.9%	Dengue-2 NS5 capping pilot replicate=-6.1
O=c1cc(O)nc(SCc2ccc(Cl)cc2)[nH]1	2%	11%	0.2%	9.9%	12%	-9%	0.1%	-8%	-3.0%
CCOC(=O)N1CCN(C(=O)COc2ccccc2OC)CC1	-6%	-3%	0.0%	1.0%	29%	9%	0.0%	3%	-4.0%
CCN1CCN(S(=O)(=O)c2ccc3c(c2)OCCO3)CC1	12%	14%	0.0%	-1.4%	2%	7%	0.0%	-5%	-2.8%
O=C(COc1c(CO)cc(Br)cc1CO)NC1CCCc2ccccc21 (stereo unspecified)	-4%	-16%	-0.3%	-2.2%	17%	4%	-0.2%	-16%	-6.3%
O=C(CSCc1ccccc1Br)Nc1ccccc1	2%	14%	-0.3%	2.4%	8%	-24%[20 µM]	-0.2%	-51%	-2.2%	Dengue-2 NS5 capping pilot replicate=0.3
C=C(C)CN=C1SC(C(=O)Nc2sc3c(c2C(=O)OC)CCC3)C(N)=C1C(N)=O (stereo unspecified)	1%	8%	0.3%	5.0%	-6%	-44%	0.1%	-11%	12%
O=S1(=O)CC(O)C(NCc2cccnc2)C1 (stereo unspecified)	-2%	2%	-0.1%	-2.1%	6%	-8%	-0.2%	4%	-5.1%
O=S(=O)(NCCc1cn2ccccc2n1)c1cccs1	-3%	2%	-0.1%	0.3%	-3%	-31%	0.5%	-4%	-5.3%
Cc1ccc(CC2SC(=O)NC2=O)cc1Cl (stereo unspecified)	-4%	4%	-0.2%	2.8%	-2%	15%	0.0%	-7%	-9.0%
Cc1cccc(NC(=S)N(CCCN2CCOCC2)C(C)c2cc3ccccc3o2)c1 (stereo unspecified)	-4%	-8%	0.1%	0.7%	2%	5%	-0.5%	2%	-0.6%
COc1ccccc1CN(C(=O)CCl)C(C(=O)NC1CCCCC1)c1ccncc1 (stereo unspecified)	7%	-4%	0.0%	31%	14%	52%	1.8%	8%	5.9%
CCC1S/C(=N/N=C/c2cccs2)NC1=O (stereo unspecified)	-4%	-1%	-0.2%	0.1%	23%	6%	0.3%	-20%	1.2%
CC(C)[C@H](NC(=O)N1CCn2c1nc1ccccc12)C(=O)N[C@@H](Cc1ccccc1)C(=O)O	0%	5%	-0.2%	1.9%	4%	x	-0.7%	-22%	x
COC(C[C@@H]1O[C@@H]1[C@@H](O)[C@H](C)OCc1ccccc1)OC	2%	0%	-0.1%	1.9%	6%	13%	0.3%	-6%	-1.0%
O=C(COc1ccccc1)NCC(=O)Nc1cccc2ccccc12	-5%	24%	-0.3%	-2.3%	4%	-15%	-0.7%	-11%	-2.1%
Cc1cccc(S(=O)(=O)N2CCN(Cc3ccc4c(c3)OCO4)CC2)c1	-2%	2%	0.0%	-1.2%	10%	-10%	-0.7%	-32%	-3.9%
CC1Cc2nc(SCC(=O)Nc3nc4ccccc4s3)n(C)c(=O)c2S1 (stereo unspecified)	-3%	14%	-0.3%	-0.9%	-8%	-6%	-0.4%	-6%	-2.3%
COc1ccccc1CCNC(=O)C(=O)c1cn(CC(=O)N2CCOCC2)c2ccccc12	-10%	14%	-0.2%	-0.2%	-27%	-17%	0.2%	-26%	1.4%
OCC1(CC2CCCCO2)CCN(Cc2cccc(O)c2)CC1 (stereo unspecified)	-5%	4%	0.1%	1.0%	5%	4%	-0.6%	-30%	-1.8%
COCCCNc1nc2ccccc2nc1NS(=O)(=O)c1ccc(C)cc1	1%	-10%	-0.3%	4.0%	-3%	-3%	0.4%	3%	-0.5%
CCCCOc1c(Br)cc(/C=N/O)cc1OCC	-1%	-15%	-0.1%	0.3%	-22%	-31%	x	4%	2.8%
Nn1c(SCC(=O)Nc2cccc(F)c2)nnc1C1CCCCC1	-4%	13%	-0.1%	-1.1%	-7%	25%	-0.8%	-9%	5.0%	Dengue-2 NS5 capping pilot replicate=-3.0
O=S(=O)(c1ccccc1)N1N=C(c2ccc(Br)cc2)CC1c1ccco1 (stereo unspecified)	-4%	1%	-0.2%	2.2%	23%	12%	u	13%	2.9%
CCn1cc(CN2CCC(C(=O)Nc3ccc(Oc4cccnc4)cc3)CC2)c(C)n1	-5%	-6%	-0.2%	-0.6%	8%	2%	-0.5%	-16%	-0.6%
Cc1cc(C(=O)OCC(=O)Nc2cc(C)on2)c2ccccc2n1	-1%	0%	0.1%	-0.3%	2%	-9%	-0.5%	-3%	-0.4%	Dengue-2 NS5 capping pilot replicate=-5.8
COc1ccc(N(CC(=O)Nc2ccccc2C(=O)O)S(=O)(=O)c2ccc(C)c([N+](=O)[O-])c2)cc1	1%	-6%	-0.1%	41%	-12%	-21%[20 µM]	0.3%	-30%	-2.2%
C=CCOc1ccc2c(c1)c(S(=O)(=O)c1ccc(C)cc1)cn2COC	-4%	16%	-0.2%	-0.8%	-4%	-15%	-1.0%	2%	16%
CCn1c(SCC(=O)N/N=C/C=C/c2ccco2)nnc1-c1ccccc1	7%	-2%	-0.3%	31%	6%	9%	-0.5%	-19%	-3.2%
COC(=O)CCC(=O)N(CCN(C(=O)CCC(=O)OC)c1ccccc1)c1ccccc1	x	-2%	0.1%	1.2%	-2%	7%	-0.1%	-24%	-2.8%
COc1ccccc1CNCC(=O)Nc1cc(S(=O)(=O)N2CCCCCC2)ccc1Cl	-10%	-2%	-0.2%	-1.1%	7%	18%	-0.5%	-6%	1.1%
Cc1ccc2oc(NC(=O)N3CCOCC3)cc(=O)c2c1	-10%	-8%	-0.6%	4.7%	-3%	-67%	1.7%	-28%	1.8%
CCN(CC)C(=O)COc1coc(CN2CCN(c3cccc(Cl)c3)CC2)cc1=O	-9%	6%	-0.1%	1.4%	3%	0%	0.9%	-19%	12%
N#CCC(=O)N/N=C/c1ccccc1Cl	-2%	1%	0.1%	-1.6%	12%	-3%[20 µM]	-0.2%	33%	3.7%
CN1CCN(S(=O)(=O)c2ccc(NC(=O)c3cccc(S(=O)(=O)N4CCCC4)c3)cc2)CC1	9%	1%	-0.2%	-1.3%	4%	22%	-0.1%	-1%	-3.3%
CCCN1CCN(C(=O)c2cc(COc3ccc(F)c(F)c3)on2)CC1	-8%	-4%	-0.3%	-0.1%	15%	-25%	-0.4%	-30%	-3.0%
CCOC(=O)c1sc(=S)n(C)c1C	2%	-3%	-0.1%	0.2%	-7%	-71%	0.8%	7%	7.3%
CC1(C)Cc2c(C#N)c(NCCN3CCOCC3)nc(-c3ccco3)c2CO1	-5%	0%	-0.2%	1.2%	-4%	-23%	0.9%	-25%	-9.1%
Cc1ncsc1CCOC(=O)c1cccnc1	-5%	-3%	0.3%	1.8%	13%	-6%	-0.2%	16%	2.7%
COc1ccc(C)cc1-n1nnnc1SCn1nnc2ccccc2c1=O	-5%	-9%	-0.1%	0.5%	-2%	14%	-0.3%	35%	4.3%
COc1cc(NC(=O)CSc2ccc(-c3cccnc3)nn2)cc(OC)c1	-8%	-1%	0.0%	1.2%	-9%	10%	-0.3%	-14%	-3.1%
O=C(Nc1ccc(F)cc1)C1C(c2ccccc2)C1(Cl)Cl (stereo unspecified)	4%	1%	0.5%	1.2%	6%	5%	-1.5%	-3%	9.3%
Cc1ccc(-n2nnnc2C(Cl)(Cl)c2nnnn2-c2ccc(C)cc2)cc1	-4%	8%	0.0%	-0.3%	9%	-65%	-1.9%	0%	1.6%
CC(=O)c1ccc(N(C(=O)c2csnn2)C(C(=O)NC2CCCC2)c2ccccc2)cc1 (stereo unspecified)	4%	-7%	0.0%	-0.3%	-5%	-31%	0.1%	-26%	0.8%
CSc1ccccc1C(=O)Nc1nc2ccccc2[nH]1	0%	5%	-0.2%	-1.5%	2%	5%	-0.1%	-46%	0.1%

Fetched by structure from the list above, 2 records:
SMILES	Dengue-2 NS5 capping	GPR35 arrestin U2OS	GPR55 beta-arrestin	HIV fusion peptide	GPR55 antagonists	KOR beta-arrestin-1	West Nile antiviral	NOD1 inhibition	KOR beta-arrestin-2	others
CCOC(=O)c1sc(=S)n(C)c1C	2%	-3%	-0.1%	0.2%	-7%	-71%	0.8%	7%	7.3%
Cc1ccc2oc(NC(=O)N3CCOCC3)cc(=O)c2c1	-10%	-8%	-0.6%	4.7%	-3%	-67%	1.7%	-28%	1.8%

Screening data: PubChem BioAssay, several laboratories

The list is partial, so the mix of outcomes need not match the whole.
